HTR2A ag = mouse HTR2A agonism via beta-arrestin recruitment; activation, % at 7.6 µM; 0.66% of 360,000 active; P35363; CHO-K1 mHTR2A beta-arrestin complementation, luminescence; percent of 30 µM serotonin response;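 active means activation above a run cutoff, the mean activation of all tested compounds plus 3 SD, cut at about 14% in these data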;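 further: 0% = plate median of compound wells and 100% = 30 µM serotonin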
Target sequence (P35363 whole entry, looked up): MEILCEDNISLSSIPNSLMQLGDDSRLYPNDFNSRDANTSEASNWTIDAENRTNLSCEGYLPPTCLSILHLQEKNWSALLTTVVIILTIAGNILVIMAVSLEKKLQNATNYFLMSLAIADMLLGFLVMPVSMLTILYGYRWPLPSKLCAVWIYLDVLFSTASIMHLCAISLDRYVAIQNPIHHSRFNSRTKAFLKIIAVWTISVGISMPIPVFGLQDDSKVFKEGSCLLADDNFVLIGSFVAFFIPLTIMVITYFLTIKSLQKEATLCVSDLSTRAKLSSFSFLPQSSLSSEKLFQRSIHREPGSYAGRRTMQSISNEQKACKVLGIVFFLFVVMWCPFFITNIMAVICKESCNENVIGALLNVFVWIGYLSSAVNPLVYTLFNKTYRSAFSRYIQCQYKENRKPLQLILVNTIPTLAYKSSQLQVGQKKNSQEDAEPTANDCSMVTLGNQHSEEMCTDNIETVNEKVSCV
ABCB6 inh MLPCN = inhibitors of human ABC transporter ABCB6; K562-ABCB6 porphyrin accumulation, flow cytometry, 1 h; hits give low values; fluorescence ratio to DMSO, % at 10 µM; Q9NP58; 0.19% of 360,000 active;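 active means fluorescence ratio to DMSO below 75%, the collection mean minus 3 SD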;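 further: signal is porphyrin accumulated inside mitochondria; 100% equals median channel fluorescence of DMSO control wells; lower ratio means ABCB6 inhibition with less porphyrin fluorescence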
Glyco luc inh = N-linked glycosylation inhibition | D54 ERlucT glycosylation luciferase reporter, 24 h; percent of 100 nM tunicamycin response | reporter increase, % at 12.5 µM | 0.23% of 360,000 active | AID 588692;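 active means mean luciferase reporter signal, scaled so untreated is 0 and the glycosylation-blocking control 100, at or above a set limit in every replicate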;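 further: luciferase carries N-glycosylation sites so blocking glycosylation raises the light; 0% = median of neutral control wells and 100% = median of 100 nM tunicamycin wells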
H9c2 protect = modulators protecting cardiomyocytes from myocardial damage; H9c2 cardiomyocytes, H2O2 injury protection, ATPLite, 2 h; 0.63% of 360,000 active; protection from H2O2 cell death, % at 20 µM;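 active means compounds giving at least 50% protection of heart cells from peroxide-induced death in the single-dose screen, raw or plate-pattern-corrected value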;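 further: 0% = DMSO wells with peroxide and 100% = DMSO wells without peroxide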
MC4R antag cAMP = human MC4R antagonism in cAMP assay. MC4R-expressing cells, MTII-stimulated cAMP, LANCE TR-FRET. AID 540295. 0.48% of 360,000 active. inhibition, % at 6.5 µM. P32245;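 active means inhibition above its plate's cutoff, the mean of tested wells on that plate plus 3 SD, cut at about 29% in these data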;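 further: 0% = Melanotan II alone and 100% = Melanotan II plus saturating MCL0020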
Target sequence (P32245 whole entry, looked up): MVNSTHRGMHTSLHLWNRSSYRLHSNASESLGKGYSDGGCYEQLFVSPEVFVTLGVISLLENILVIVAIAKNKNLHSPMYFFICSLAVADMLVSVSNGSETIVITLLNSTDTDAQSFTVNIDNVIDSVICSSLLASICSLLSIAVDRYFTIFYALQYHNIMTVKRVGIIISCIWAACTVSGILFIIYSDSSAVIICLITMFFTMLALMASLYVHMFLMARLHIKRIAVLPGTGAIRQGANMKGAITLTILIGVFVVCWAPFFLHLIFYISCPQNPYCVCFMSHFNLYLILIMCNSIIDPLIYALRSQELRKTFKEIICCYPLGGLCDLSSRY
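system = U2OS cells with stable human MC4R expression | also added = Melanotan II challenge after compound preincubation | dosing = one concentration, 6.5 µM nominal | incubation = compound 30 min, challenge 1 h, detection 1 h | measured by = TR-FRET with Eu-cAMP and labeled anti-cAMP, 671 nm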
aDG glyco up = increases alpha dystroglycan glycosylation; activation, % at 10 µM; 0.22% of 360,000 active; Pro5-aDG cells, alpha-DG glycosylation AlphaScreen (IIH6); 0% Pro5, 100% B10-LARGE cell signal; AID 624168;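 active means activation of at least 8% versus controls, or a plate z-score of at least 8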;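 further: Pro5 are CHO cells carrying HIG-tagged alpha-DG that lacks glycosylation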
ABHD5-PLIN5 inh = blocks binding of human ABHD5 to perilipin-5 | Q00G26+Q8WTS1 | Split G. princeps luciferase complementation, luminescence, 4 h | inhibition, % at 4 µM | 0.78% of 360,000 active;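 active means inhibition above the mean inhibition across every tested compound plus 3 SD, cut at about 22% in these data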;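 further: 0% = DMSO only wells and the 100% control is not disclosed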
MC4R barr agon = activates human MC4R beta-arrestin recruitment; U2OS MC4R beta-arrestin complementation, luminescence; percent of melanotan II response, DMSO zero; activation, % at 8.9 µM; 0.98% of 360,000 active;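 active means activation above a per-plate cutoff, the mean activation of sample wells on that plate plus 3 SD, cut at about 8% in these data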
Granule exo inh = blocks lytic granule exocytosis; inhibition, % at 10 µM; 0.66% of 360,000 active; TALL-104 LAMP-1 surface exposure, flow cytometry; cells stimulated with thapsigargin and PMA; AID 651702;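 active means inhibition above about 55%, limit read from the data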
hiPSC survival = enhancers of human iPSC single-cell survival. hiPSC single-cell survival, ATPlite luminescence; 100% = ROCK inhibitor wells, 0% = DMSO. survival enhancement, % at 20 µM. 0.044% of 360,000 active; in the data active means survival enhancement above about 18%;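 further: cells exposed to compounds for 16 hours before the ATP read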
* marks the source's active call; other numbers are inactive results; . = not tested or not shown.

Start of the data: the first four compounds, to show the layout:
SMILES	HTR2A ag	ABCB6 inh MLPCN	Glyco luc inh	H9c2 protect	MC4R antag cAMP	aDG glyco up	ABHD5-PLIN5 inh	MC4R barr agon	Granule exo inh	hiPSC survival
COc1cccc(C(=O)OCCN2CCCCC2)c1	0	110	3	0	12	-0.1	2	-0.5	-7	-3.3
CCC(CC)NC(=O)COc1ccc(OC)cc1C=O	-1	95	1	2	3	0.0	-1	-3.4	0	1.8
COc1ccc(CC(=O)Nc2cccc(-c3nnc(-c4cccc(C)c4)o3)c2)cc1OC	8	103	-1	-12	6	0.3	0	-1.4	22	4.1
CCCCNc1cc(=O)n(C)c(=O)n1C	15*	105	1	8	7	-0.3	0	-1.4	3	-2.8

The list itself, from the first entry:
SMILES	HTR2A ag	ABCB6 inh MLPCN	Glyco luc inh	H9c2 protect	MC4R antag cAMP	aDG glyco up	ABHD5-PLIN5 inh	MC4R barr agon	Granule exo inh	hiPSC survival
COc1cccc(C(=O)OCCN2CCCCC2)c1	0	110	3	0	12	-0.1	2	-0.5	-7	-3.3
CCC(CC)NC(=O)COc1ccc(OC)cc1C=O	-1	95	1	2	3	0.0	-1	-3.4	0	1.8
COc1ccc(CC(=O)Nc2cccc(-c3nnc(-c4cccc(C)c4)o3)c2)cc1OC	8	103	-1	-12	6	0.3	0	-1.4	22	4.1
CCCCNc1cc(=O)n(C)c(=O)n1C	15*	105	1	8	7	-0.3	0	-1.4	3	-2.8
O=C(CN1CCS(=O)(=O)CC1)NNC(=O)C1CCCCC1	0	91	2	-1	4	0.1	-3	-2.6	3	-0.1
CCN1C(=O)[C@H]2[C@@H](c3ccc(C)cc3)N[C@]3(CCCN(Cc4ccc(F)cc4)C3=O)[C@H]2C1=O	-1	100	-1	9	4	-0.1	-4	-1.4	1	0.3
O=C(CN1CCOCC1)Nc1ncc(Cc2cccc(Cl)c2Cl)s1	4	103	1	-6	2	0.2	-1	-2.9	-5	0.8
COc1ccccc1-c1oc2ccccc2c1-c1ccc2cc[nH]c2c1	-8	100	-3	-12	7	2.6	-8	-0.8	3	0.3
CC(C)n1nc(C(=O)NCCCN2CCCC2=O)c2ccccc2c1=O	-7	97	2	7	1	-0.2	-9	-1.9	0	0.1
COc1cccc(CN(C)C(=O)/C=C/c2ccc(S(=O)(=O)N3CCCCCC3)cc2)c1	0	101	-9	-5	-2	0.0	1	-3.3	-16	-0.4
O=C(NCc1ccccc1)c1onc(CSc2ccncc2)c1C(=O)NCc1ccccc1	9	96	2	-2	5	0.1	5	2.6	15	-0.9
CCNc1oc(-c2ccc(OC)cc2)nc1S(=O)(=O)c1ccc(Br)cc1	-4	90	0	-5	2	0.2	8	-0.4	4	-2.3
COc1ccc(OC)c(S(=O)(=O)N2CCN(C34CC5CC(CC(C5)C3)C4)CC2)c1	-5	102	-2	-6	-3	-0.6	-1	3.3	8	-0.9
O=C(Nc1cccc(Cl)c1)N1CCSc2cc(Cl)ccc21	-1	81	-3	-14	10	0.5	-6	2.2	4	-1.0
O=C(CNc1ccc2ccccc2c1)N/N=C/c1ccccn1	7	96	5	11	0	0.3	3	-1.2	8	-0.3
O=C(CCCCCn1c(=S)[nH]c2ccc(N3CCOCC3)cc2c1=O)NCc1ccccc1	1	99	-2	-4	23	-0.2	-8	12*	-2	3.9
COc1ccc(CNC(=O)COC(=O)/C=C/c2ccco2)cc1	4	100	-1	10	1	-0.6	-1	-1.8	1	2.9
COCCNC(=O)c1onc(CSc2ccccc2)c1C(=O)O	5	95	1	3	-1	0.0	7	-1.1	-5	2.0
C/C(=N\N=c1/sc2ccccc2n1C)c1ccc(N2CCOCC2)cc1	-4	118	-1	-5	-2	-0.2	2	-2.5	-3	4.4
CCCNC(=O)Cc1c(C)oc2ccccc12	3	98	1	3	3	-0.1	2	-0.2	-3	-0.5
CCOCCCNC(=O)c1ccc2c(c1)ncn2-c1cccc(C)c1	0	96	-1	17	2	0.1	5	-0.8	-18	0.1
C/C(CC(=O)Nc1ccc(F)cc1)=N\NC(=O)Cc1csc(N)n1	-1	103	1	2	16	0.1	-5	0.2	-3	-2.6
COc1ccc(S(=O)(=O)N2CCCCC2)cc1NC(=O)CN(Cc1ccco1)Cc1ccco1	6	92	-9	-4	8	0.6	1	-2.2	2	-0.4
CCOC(=O)N1CCN(C(=O)c2ccc3c(c2)NC(=O)/C(=C\c2ccc(OC)c(OC)c2)S3)CC1	-1	100	-5	5	25	-0.1	4	-1.0	-3	0.8
CCN(C(=O)C=Cc1ccco1)c1ccccc1	2	94	-1	-3	5	0.0	9	-0.7	-6	3.2
COC(=O)c1ccc(COc2ncnc3sccc23)cc1	0	96	0	12	9	0.1	1	-3.0	0	0.4
COCCOC(=O)c1cc(C(=O)c2cc(Cl)ccc2O)coc1=N	1	104	1	-1	2	-0.3	1	0.6	-2	1.1
Cc1oc(C(C)(C)C)c(CN2CCCC2)c1C(=O)O	1	151	3	0	17	0.0	-3	1.4	-2	0.0
COc1cccc(-c2nc(CCl)cs2)c1	-3	97	-5	0	-1	0.0	-2	1.2	1	-0.3
CC(C)(c1ccc(O)cc1)c1ccc(O)cc1	-3	94	-1	0	-1	0.1	-1	-1.5	-12	-0.1
CC[n+]1ccc(C(=O)NCc2ccccc2)cc1	2	99	1	17	7	0.2	3	1.6	-2	-0.9
CN1CCN(c2cc(=O)n(Cc3ccc(F)cc3)c(=O)[nH]2)CC1	4	97	2	1	-3	3.5	-3	-0.1	0	1.3
CC(C)CC1Nc2ncnc(N3CCN(c4ccccc4)CC3)c2N(Cc2ccc(Cl)cc2)C1=O (stereo not drawn)	-1	99	-3	1	13	-0.4	5	-0.6	-3	1.7
COc1ccc(C)cc1NC(=O)C1CCCN(S(=O)(=O)c2cccc3cccnc23)C1 (stereo not drawn)	-3	101	1	13	12	0.1	0	0.5	-2	0.4
COc1ccc(C2=Nn3c(nnc3-c3cccnc3)SC2)cc1OC	-1	97	4	12	-17	0.1	-3	-0.6	4	0.2
CCOCCn1c(CN(Cc2ccccc2)Cc2ccccc2)nc2c1c(=O)[nH]c(=O)n2C	-1	102	-2	-2	20	-0.3	-1	5.1	4	1.1
O=C(N/N=C/c1ccc(OC(=O)c2ccccc2)c([N+](=O)[O-])c1)c1ccc(O)cc1	16*	92	-1	21	-13	-0.4	10	0.8	-2	4.1
CN(C(=O)COC(=O)CNC(=O)C12CC3CC(CC(C3)C1)C2)C1CCS(=O)(=O)C1 (stereo not drawn)	7	92	4	0	1	0.2	1	2.1	5	-2.1
Cc1ccc(NC(=O)C2CC(=O)N(c3ccc4c(c3)OCCO4)C2)cc1S(=O)(=O)N(C)C (stereo not drawn)	-6	98	1	-7	3	-0.1	-15	-1.9	8	3.2
CCCCN(CC)C(=O)CSc1nc2c(sc(=S)n2-c2ccc(OCC)cc2)c(=O)[nH]1	-1	95	-3	-7	-5	-0.2	-1	-2.3	0	-1.6
COc1ccc(OC)c(CCNC(=O)CSc2ccsc2[N+](=O)[O-])c1	-2	102	-1	-3	6	-0.2	-1	-2.3	0	-0.3
CC1=C(C(=O)OCC2CCCCC2)C(c2ccc(F)cc2)NC(=O)N1 (stereo not drawn)	1	98	2	-6	5	0.2	-4	3.1	-11	-0.8
CCOc1ccccc1N(CC(=O)NCC1CCCO1)C(=O)CCC(=O)Nc1nccs1 (stereo not drawn)	-3	95	1	5	0	-0.1	-7	-1.8	-6	-0.4
CC1=Nc2ccccc2N=C(NC(=O)c2ccccc2)C1c1ccc(Cl)cc1 (stereo not drawn)	-1	102	1	15	8	-0.1	-2	-1.5	0	-1.5
Cc1occc1-c1nnc(SCc2nc3ccccc3c(=O)n2CC#N)n1C	3	96	-2	19	2	-0.1	2	-1.4	0	-1.5
O=C(CNC(=O)c1ccc(Br)o1)NNC(=O)c1ccc(Cl)cc1	-5	100	1	13	2	-0.1	2	-1.5	14	0.7
Cc1nc(N)nc2c1CCCC2	2	100	1	7	-1	-0.1	2	-0.5	-4	1.7
COc1ccc(-c2nnc(CSc3ncnc4sc5c(c34)CCC5)o2)cc1OC	1	104	0	-5	3	0.7	4	-2.2	0	-1.5
COc1ccc2c(c1)CC(N1CCN(C)CC1)c1cc(OC)ccc1S2 (stereo not drawn)	-10	101	4	15	1	-0.1	17	-1.4	44	-1.0
C[C@@H]1CN([C@@H](C)CO)C(=O)CCCn2nncc2CO[C@@H]1CN(C)C(=O)Cc1ccccc1	0	104	2	1	5	0.0	-4	-0.9	9	3.5
Carrying on.
SMILES	HTR2A ag	ABCB6 inh MLPCN	Glyco luc inh	H9c2 protect	MC4R antag cAMP	aDG glyco up	ABHD5-PLIN5 inh	MC4R barr agon	Granule exo inh	hiPSC survival
CN1CCN(c2ccc(-c3cccc(NC(=O)COc4ccc(Cl)cc4Cl)c3)nn2)CC1	-16	103	-13	-19	-4	5.2*	13	2.1	42	-0.6
O=C(CCn1[nH]c(=O)c2ccccc2c1=O)N1CCOCC1	-3	92	-1	-4	-2	-0.1	0	-3.1	0	5.0
COC1=CC(=O)CC(C)C12Oc1cc(OC)cc(OC)c1C2=O (stereo not drawn)	-4	99	-2	-2	8	0.2	2	0.2	-2	11
Cc1n[nH]c(=O)c2ccccc12	2	99	2	30	5	0.1	-5	0.6	-6	0.9
COCCCN(C(=O)Nc1ccccc1)C(C)c1ccncc1 (stereo not drawn)	14	94	-5	11	-2	-0.2	6	-1.8	0	0.5
O=c1oc(-c2cccs2)nc2ccc(Br)cc12	4	101	2	15	11	0.0	3	2.0	-3	-0.8
Cc1cccc(C)c1NC(=O)C(CCc1ccccc1)N1CCN(C)CC1 (stereo not drawn)	-1	.	.	.	.	-0.1	-1	.	11	.
COc1ccc(OCC(=O)NNC(=O)c2cccc(S(=O)(=O)N(C)C)c2)cc1	-2	93	1	11	3	-0.2	-6	1.1	2	1.0
COCCNC(=O)c1cc2sccc2n1C	1	101	1	5	1	0.1	-4	1.7	1	4.4
N#CC1(NC(=O)CSc2nncn2-c2ccccc2F)CCCC1	7	98	-1	18	5	0.1	0	-1.6	1	-1.6
CC1(C)CC(=O)C(C(=O)CCCCC(=O)C2C(=O)CC(C)(C)CC2=O)C(=O)C1	-1	103	0	2	-4	0.0	7	0.2	-2	-1.6
O=C(COC(=O)c1ccc(F)cc1)Nc1cc(S(=O)(=O)N2CCOCC2)ccc1N1CCCC1	-1	97	-1	-3	16	-0.3	-1	0.4	-1	-1.7
Cc1ccc(C)c(S(=O)(=O)N2CCN(C(=O)Cc3c(F)cccc3Cl)CC2)c1	14	99	-2	-4	5	0.0	-8	-0.8	-2	-0.5
CC1CCN(CCC(=O)NN)CC1	2	101	-3	4	-1	-0.4	-3	1.2	-2	-1.5
CCCCn1c(SCC2CCCCO2)nc2cc(S(N)(=O)=O)ccc21 (stereo not drawn)	2	97	-3	3	10	-0.2	2	-1.2	-4	5.6
CCC(=O)c1ccc(OCC(=O)OCC(=O)N2CCCc3ccccc32)cc1	4	97	-1	-7	11	0.2	2	-2.1	1	-0.4
Cc1nn(C)c(Cl)c1C(=O)NC(C(=O)O)c1ccccc1 (stereo not drawn)	0	100	-1	-3	5	-0.4	0	-1.5	-1	-1.1

Screening results: PubChem BioAssay, several laboratories

Compounds were not picked by outcome; 4.5% or so of the library scored in one or more.
